Bioassay records deposited in PubChem BioAssay by several laboratories.
GPR55 antagonists: inhibition of LPI-stimulated GPR55 beta-arrestin translocation – imaging, U2OS, beta-arrestin-GFP, LPI agonist, primary screen (AID 2013). U2OS GPR55 beta-arrestin-GFP translocation imaging, LPI antagonism; higher % means a stronger effect. one-dose inhibition, % at 10 µM; IC50 in µM for titrated hits. 290,000 tested, 0.13% active;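 active = spots per cell inhibited over 60%, with over 100 cells counted and total cytoplasm intensity under 500,000; inconclusive = wells with under 100 cells, flagged as likely toxic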;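 also: U2OS cells stably carrying GPR55 and arrestin-GFP stimulated by 5 µM LPI near EC80; imaged beta-arrestin-GFP aggregate spots per cell after agonist stimulation; plate controls were LPI-stimulated DMSO wells for no effect and DMSO wells without LPI for full effect; some results filed as inactive read as strong as hits; confirmed hits need IC50 under 10 µM and bright autofluorescent wells are also inconclusive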
SV40 large T antigen: TAg ATPase/helicase activity blockers – biochemical (AID 1903); 310,000 tested, 0.39% active; SV40 large T antigen ATPase/helicase inhibition assay; higher % means a stronger effect; one-dose inhibition, % at 20 µM; IC50 in µM for titrated hits; in the data active = a potency from the dose series; inconclusive = inhibition mostly from about 32% at the one dose, without a potency; inactive = the rest, 99 in 100 with inhibition below about 32%; also: strong numbers were not always called active
UTI89 phage lysis: protection from phage-mediated lysis, alamar blue read-out – E. coli UTI89, K1F phage, bacterial capsule biogenesis inhibitors (AID 488966); 340,000 tested, 0.02% active; E. coli UTI89 K1F phage lysis, alamar blue, 2 h; higher % means a stronger effect; inhibition, % at 100 µM, or IC50 in µM where a hit was titrated;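 active = phage lysis inhibition, versus mean bacterial control, above a set limit; inconclusive = no clear call, values can overlap the other calls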;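 also: capsule biogenesis inhibitors block K1F phage lysis so surviving cells raise fluorescence; higher fluorescence means more inhibition of phage lysis; actives were called in the ten point dose series up to 300 µM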
Salmonella PhoP GFP: inhibitors of PhoP regulon expression, primary screen, Salmonella Typhimurium, GFP reporter (AID 1863) | S. Typhimurium PhoP-regulated promoter GFP reporter, 4 h; higher % means a stronger effect | inhibition, % at 50 µM; hits with a dose series show IC50 in µM | 300,000 tested, 0.16% active;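 active = inhibition over 29.93%, a cutoff 3 SD above the screen mean, later confirmed by dose response; inconclusive = inhibition over 29.93% but no dose response follow-up; inactive = inhibition at most 29.93% or unconfirmed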;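 also: 0% = low Mg2+ inducing control and 100% = high Mg2+ repressing control; strong numbers were not always called active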
Rac1 GTP hydrolysis: MgcRacGAP GTPase-activating activity inhibitors, confirmation, biochemical, ADP Hunter fluorescence; MgcRacGAP-stimulated Rac1 GTP hydrolysis, ADP Hunter fluorescence; higher % means a stronger effect; GST-tagged Rac1 F28L mutant substrate; inhibition, % at 30 µM, or IC50 in µM where a hit was titrated; 340,000 tested, 0.6% active;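 active = first-screen hits whose inhibition reached a set limit at any dose in the follow-up dose series; inconclusive = inhibition above the set first-screen limit but never retested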;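 also: fluorescence reports GDP produced by GAP-driven GTP hydrolysis; strong numbers were not always called active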
GPR35 arrestin U2OS: GPR35 antagonists blocking zaprinast-driven arrestin recruitment, primary screen, imaging, U2OS, beta-arrestin-GFP, zaprinast agonist (AID 2058). U2OS GPR35 beta-arrestin-GFP translocation imaging, zaprinast antagonism; higher % means a stronger effect. inhibition, % at 10 µM, or IC50 in µM where a hit was titrated. 290,000 tested, 0.052% active;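 active = inhibition of at least 50% with at least 30 cells and total cytoplasm GFP at most 10,000,000; inconclusive = under 30 cells or total GFP of 10,000,000 plus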
HIV peptide binding: cell-free HIV fusion peptide-binding blockers – biochemical, uHTS, fluorescence dequenching, primary screen (AID 1986). 290,000 tested, 0.3% active. one-dose inhibition, % at 20 µM; IC50 in µM for titrated hits. cell-free peptide binding, fluorescence dequenching, 30 min; higher % means a stronger effect; in the data active = inhibition mostly above about 52%, no sharp cut-off; inactive = mostly below about 76%; also: some results filed as inactive read as strong as hits
RSV CPE inhibition: RSV antiviral activity via CPE protection, HEp-2 cells, primary 10 µM value included (AID 2391) | 310,000 tested, 0.13% active | one-dose CPE inhibition, % at 10 µM; IC50 in µM for titrated hits | HEp-2 cells, RSV-induced CPE inhibition; higher % means a stronger effect; in the data active = a potency from the dose series; inconclusive = CPE inhibition mostly from about 23% at the one dose, without a potency; inactive = the rest, 99 in 100 with CPE inhibition below about 21%; also: strong numbers were not always called active
NS5 inhibitors: flavivirus cap methylation enzyme inhibition – biochemical, confirmation dose response, primary screen (AID 588689) | Dengue-2 NS5 methyltransferase capping enzyme assay, biochemical; higher % means a stronger effect | inhibition, % at 25 µM; hits with a dose series show IC50 in µM | 340,000 tested, 0.3% active; in the data active = a potency from the dose series; inconclusive = inhibition above about 29% without an active follow-up result
NS5 inhibitors pilot replicate: further read-out of NS5 inhibitors, marked with its call; inhibition, %; measured here: pilot screen replicate inhibition
The depositor's hits bear a star; ? = inconclusive; . = not tested or not shown; [ ] = remark or other dose. This is a random part of the collection. About 1.5% of those tested had a hit in this group.

SMILES	GPR55 antagonists	SV40 large T antigen	UTI89 phage lysis	Salmonella PhoP GFP	Rac1 GTP hydrolysis	GPR35 arrestin U2OS	HIV peptide binding	RSV CPE inhibition	NS5 inhibitors	others
Cc1cnc(NC(=O)CSc2ccccc2)s1	9%	22%	-2.6%	5%	2%	-18%	2.3%	.	-13%
COc1ccc2[nH]c(=O)c(CN(Cc3nnnn3CCc3ccccc3)CC3CCCO3)cc2c1 (centres undefined)	11%	1%	-0.6%	-10%	10%	-11%	0.1%	5.7%	5%
COCc1cc(=O)[nH]c(N2CCN(c3ccccc3OC)CC2)n1	13%	3%	0.9%	3%	4%	19%	-2.0%	0.4%	9%
CC(=O)N=C1SC2CS(=O)(=O)CC2N1c1ccccc1Cl (centres undefined)	-3%	6%	-0.2%	9%	10%	9%	-2.8%	1.3%	1%
COc1cc(-c2noc(CCCC(=O)Nc3ccc(C(N)=O)cc3)n2)cc(OC)c1OC	6%	15%	.	-8%	.	-5%	-1.5%	.	.
O=C(NC1CCCC1)C(c1ccc(F)cc1)N(C(=O)c1csnn1)C1CC1 (centres undefined)	9%	8%	0.1%	-9%	2%	-6%	0.9%	0.6%	-8%
COc1ccccc1/C=N/Nc1cc(C)nc(N2CCOCC2)n1	6%	20%	-0.6%	-8%	-5%	8%	-1.3%	.	8%
CCN(Cc1ccncc1)C(=O)c1ccco1	-5%	5%	0.4%	-4%	4%	-10%	0.0%	1.5%	-1%
CCN(CC)CCNc1ccc2nnc(CCNS(=O)(=O)c3ccc(C)cc3)n2n1	-14%	15%	1.3%	7%	11%	4%	1.6%	0.1%	2%
CC(=O)c1cccc(NC(=O)CSCc2ccccc2)c1	9%	10%	-0.1%	14%	3%	-2%	-4.1%	1.6%	-3%
COc1ccc(NC(=O)c2cc3ccccc3[nH]2)cc1	22%	-1%	0.9%	-7%	2%	-20%	1.1%	2.4%	-5%
NC(=O)C1CCN(C(=O)c2cnn(-c3ccccc3)c2NC(=O)c2ccco2)CC1	4%	17%	-1.0%[50 µM]	11%	3%	9%	1.8%	0.8%	-1%
Cc1ccc(/C=N/N2C(=O)c3ccccc3NC2c2ccc(C)cc2)cc1 (centres undefined)	3%	47%	1.1%[50 µM]	10%	8%	15%	-1.1%	5.4%	-2%
CCOC(=O)C1CCN(S(=O)(=O)c2c(C(=O)N3CCCCC3)c(C)n(C)c2C)CC1	15%	7%	0.2%	-3%	16%	-6%	-1.4%	0.5%	8%
NC(=S)NC1CCS(=O)(=O)C1 (centres undefined)	-2%	6%	1.0%	-2%	-27%	2%	-1.6%	-0.6%	-9%
CC1(C)C2CCC1(CS(=O)(=O)NCc1ccc(C(F)(F)F)cc1)C(=O)C2 (centres undefined)	-4%	13%	-0.1%	-3%	0%	20%	-0.8%	12%	-3%
O=C(Nc1nonc1NC(=O)c1cccs1)c1cccs1	10%	0%	0.0%	-13%	5%	0%	4.4%	-1.8%	-2%
CCN(CC)C(=O)c1cccc(-c2ccc(OC)cc2)c1	8%	3%	0.5%	-1%	2%	29%	-0.3%	18%	-1%	NS5 inhibitors pilot replicate=4.2
COc1ccc(OCC(=O)OCCN(C)C)cc1	8%	8%	0.1%	0%	10%	8%	-3.3%	2.5%	-9%
COc1ccccc1N1CCN(C2CC(=O)N(c3ccccc3)C2=O)CC1 (centres undefined)	14%	10%	0.5%	-3%	6%	7%	0.0%	1.5%	.
Cc1ccc(S(=O)(=O)N[C@@H](CC(C)C)C(=O)N2CCC(C(=O)N[C@H](C(=O)O)C(C)C)CC2)cc1	-2%	.	5.6%	.	2%	9%	-0.5%	2.1%	7%
O=C(Nc1ccc(OC(F)F)cc1)c1cc(S(=O)(=O)N2CCCCC2)ccc1N1CCOCC1	.	.	0.9%	.	3%	.	.	3.1%	-3%
CCN(CC)CCN(C(=O)c1ccc(CN2CCCCC2)o1)C(C(=O)NC1CCCCC1)c1ccc(F)cc1 (centres undefined)	8%	7%	3.2%	-6%	10%	9%	-0.1%	-2.4%	4%
CC(=O)Nc1cccc(NC(=S)Nc2cccc(Cl)c2C)c1	6%	-10%	0.2%	3%	6%	-5%	-1.9%	-0.1%	-7%
O=C(Nc1ccc2ncccc2c1)c1cc(Cl)ccc1Cl	12%	5%	1.1%	0%	7%	9%	0.6%	9.8%	-8%
CC(C)[C@@H](C(=O)N1CCCC1)N1C(=O)N2CCc3c([nH]c4ccccc34)[C@@]2(C)C1=O	4%	4%	0.3%	3%	4%	-2%	-0.2%	.	5%
CC1(C(=O)OCC(=O)NC(=O)c2ccccc2)CC1(Cl)Cl (centres undefined)	.	-1%	0.4%[50 µM]	3%	2%	.	.	-0.4%	-3%
O=S(=O)(c1ccc(F)c(Cl)c1)N1CCCC1	3%	-4%	-0.8%	21%	-1%	-2%	-1.9%	0.6%	-3%
COCc1c(Br)c(C)[nH]c(=O)c1C#N	8%	3%	0.3%	-8%	8%	-1%	2.2%	2.7%	2%
CCOc1ncccc1C(=O)NCCc1ccc(S(N)(=O)=O)cc1	-6%	24%	0.3%	4%	6%	5%	-0.2%	-0.1%	6%
COc1cc(NC(=O)c2cc3nc(C)cc(C)n3n2)c(OC)cc1Cl	-23%	10%	0.0%	-12%	6%	1%	0.0%	3.1%	1%
CC(C1CC1)N(Cc1ccccc1)C(=O)NC(=O)c1ccccc1 (centres undefined)	7%	-2%	0.0%	2%	5%	1%	0.9%	-1.2%	-7%
CCOc1ccc(N2C(=O)CC(N)C2=O)cc1 (centres undefined)	-3%	18%	-0.6%	-6%	6%	20%	0.1%	2.5%	-29%
COc1ccc(N2C(=NC(C)=O)SC3CS(=O)(=O)CC32)cc1OC (centres undefined)	0%	72%	0.9%	0%	3%	4%	2.7%	1.4%	.
O=C(O)CNC(=O)c1nc(-c2ccccc2)n(-c2ccccc2)n1	3%	24%	1.7%[50 µM]	-9%	10%	19%	-1.8%	1.4%	2%
COc1ccc(N2CC(C(=O)OCC(=O)c3ccccc3)CC2=O)cc1 (centres undefined)	5%	4%	-1.6%	-5%	3%	3%	0.5%	1.5%	-7%
Fc1ccc(CNc2ncccn2)cc1	-4%	17%	0.3%	6%	3%	-1%	0.4%	0.3%	-2%
N#CC1(NC(=O)COC(=O)Cn2[nH]c(=O)c3ccccc3c2=O)CCCCC1	.	27%	0.9%[50 µM]	-1%	2%	.	.	-2.0%	-2%
Cc1ccc(-c2nn3c(C)nnc3s2)cc1NC(=O)c1ccc(-c2cccc(Cl)c2)o1	1%	11%	0.1%	-22%	6%	-7%	-2.2%	.	0%
O=c1cc(CSc2nnnn2-c2ccc(O)cc2)nc2sccn12	-14%	5%	-2.4%	3%	7%	-1%	-0.7%	-1.9%	-5%
CC1CCCN(S(=O)(=O)c2ccc3[nH]c4c(c3c2)CCCC4)C1 (centres undefined)	3%	13%	2.4%	-5%	8%	-20%	3.8%	?	-1%
CS(=O)(=O)N(CC(=O)Nc1ccccc1C(=O)NCc1ccco1)c1ccccc1F	12%	4%	0.0%	4%	-3%	-7%	1.3%	2.1%	-13%
Cc1ccc(-c2csc(N3CCN(CCCn4c(-c5ccncc5)nc5ccccc54)CC3)n2)cc1	-8%	10%	1.7%	-4%	12%	-7%	-2.9%	-2.1%	-9%
CCN(CC(=O)Nc1c(F)cccc1F)C(=O)c1ccc(N2CCCCC2)c([N+](=O)[O-])c1	6%	14%	0.1%[50 µM]	-2%	8%	-2%	-1.8%	5.4%	-7%
COc1cccc(CC(Cc2nc3ccccc3[nH]2)c2nc3ccccc3[nH]2)c1 (centres undefined)	10%	4%	0.8%	1%	0%	-4%	-1.9%	-1.2%	-3%
COc1ccc(OC)c(NC(=O)CSc2ncnc3c2cnn3-c2ccccc2Cl)c1	-4%	13%	0.0%	6%	-1%	38%	-2.7%	9.6%	-5%
O=C1Cc2cccc3cccc1c23	-2%	8%	-0.2%[50 µM]	-2%	0%	-5%	-0.2%	7.4%	-3%
CCOC(=O)C(C)Oc1ccc2c(CC)cc(=O)oc2c1C (centres undefined)	22%	20%	-0.1%	-8%	0%	-17%	0.3%	1.3%	-2%
COc1ccc(N2C(=O)CSC23C(=O)Nc2ccccc23)cc1OC (centres undefined)	-8%	-1%	5.1%	-6%	11%	15%	-1.0%	-1.2%	5%
O=C(NCCN1CCOCC1)/C(=C/c1ccc(F)cc1)NC(=O)c1ccccc1	0%	0%	0.1%	3%	1%	-1%	0.0%	0.4%	3%
O=C(Nc1nccs1)c1cccnc1	13%	6%	0.3%	-9%	8%	23%	-0.1%	4.8%	-1%	NS5 inhibitors pilot replicate=2.4
CCCCN1C(=O)/C(=C2/Sc3ccccc3N2C)S/C1=N\c1ncn[nH]1	4%	9%	0.3%	-16%	13%	3%	33%	8.5%	-53%
CCOc1ccc(C(=O)NCC2OCCc3ccccc32)cc1 (centres undefined)	-6%	3%	0.2%	-2%	-3%	-7%	0.0%	4.1%	-6%
CCC(N=c1cc(-c2ccc(OC)c(OC)c2)oc2ccc(C)cc12)C(=O)O (centres undefined)	5%	9%	1.0%[50 µM]	-10%	11%	-1%	0.4%	1.6%	-7%
CC(C)NC(=O)N1c2ccccc2Sc2ccccc21	5%	8%	0.0%	-1%	12%	0%	-0.4%	1.0%	-5%
O=C(NCc1n[nH]c(=S)n1-c1ccc(F)cc1)c1ccc(S(=O)(=O)N2CCCC2)cc1	-6%	6%	7.6%	-10%	6%	0%	25%	1.9%	-2%
COc1ccc(C(CNc2ccc(S(=O)(=O)N3CCCC3)cc2[N+](=O)[O-])N2CCCC2)cc1 (centres undefined)	25%	1%	12%	17%	7%	-1%	-0.5%	0.7%	-6%
CCOC(=O)c1csc(NC(=O)c2ccc(C#N)cc2)n1	13%	11%	0.4%	1%	-2%	9%	-1.0%	20%	-7%
